# Assay outcomes as filed in PubChem.
# IL-1B inflam inh: qHTS for Inhibitors of Inflammasome Signaling: IL-1-beta AlphaLISA Primary Screen. AID 743279, 2014. activity change, % at 57.5 µM. actives 4.7% (n = 360,000). THP-1 LPS/ATP IL-1B secretion, AlphaLISA, 16 h; stronger effect = lower value; in the data active means activity change below about -50%; inconclusive means mostly about -30% to -49%; further: on the % scale 0 is the no-effect control and ±100 the full control effect
#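 THP-1 cells pretreated 1 hr with compounds (up to 57.5 uM final), then stimulated with LPS (250 ng/mL final) plus ATP (1.25 mM final); secreted IL-1B measured by AlphaLISA after 16 hr, decreased signal indicating inhibition.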
# HepG2 viability: qHTS for Inhibitors of TGF-b: Cytotox Counterscreen; HepG2 CAGA-GFP viability, ATP luminescence, 18 h; Potency, µM (series often up to 46.1 µM), for inactives: at the top dose activity change, negative = cytotoxicity, actives largely listed as cytotoxic; actives 0.76% (n = 410,000); AID 588856, 2011; further: potency means the concentration at half of the fitted maximal effect; some results filed as inactive show a strong effect at the top dose
#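 CellTiter-Glo luminescence gave cytotoxicity after 18 hours at 37 degrees C. The cells were HepG2 CAGA-GFP in 1% FBS DMEM, stimulated with 500 pg/mL TGF-beta after compound addition. %Activity was normalised to no-cell wells (complete cell-killing) and DMSO (no toxicity), and curves were fitted and classified.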
# A549 viability: Nrf2 qHTS screen for inhibitors: counterscreen for cytotoxicity; A549 ARE-Fluc cells, CellTiter-Fluor viability, 18-24 h; Potency, µM (highest dose often 46 µM), for inactives: at the top dose activity change, negative = cytotoxicity, usual class: inhibitors; actives 0.16% (n = 390,000); AID 504648, 2011; further: potency means the concentration at half of the fitted maximal effect; on the % scale 0 is the no-effect control and ±100 the full control effect
#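 A549 ARE-Fluc cells in 5% FBS OPTI-MEM, 5000 cells/well, rested 2 h then exposed to compounds in concentration-response for 18-24 h at 37 °C. Viability by CellTiter-Fluor fluorescence (Ex 405/Em 525) after 30 min; luciferase luminescence (BugLite, 15 min, RT) read afterwards.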
# ATXN2 expr inh: Primary qHTS for Inhibitors of ATXN expression; HEK-293 ATXN2-luciferase reporter, luminescence, 24 h; Potency, µM (titrated, usually from 57 µM), without a hit: top-dose activity change, negative = inhibition, actives largely listed as inhibitors; actives 0.72% (n = 360,000); AID 1745845, 2022; further: potency means the concentration at half of the fitted maximal effect; on the % scale 0 is the no-effect control and ±100 the full control effect; nearly all actives have a fitted effect of over 55% in size
#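 qHTS (up to 57 uM final) was run with 24 h compound exposure of reporter cells at 37 °C. Each well was multiplexed: SteadyGlo luminescence measured ATXN2-luciferase expression after a fluorogenic Gly-Phe-AFC viability readout (25 uM final).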
# TGFb inhibitor: qHTS for Inhibitors of TGF-b. HepG2 CAGA-GFP TGF-b/SMAD3 reporter, GFP fluorescence, 18 h; TGF-beta stimulated, 500 pg/mL final. Potency, µM (titrated, usually from 46.1 µM), without a hit: top-dose activity, negative = inhibition, hits mostly inhibitors. actives 1.2% (n = 410,000). AID 588855, 2011; further: potency means the concentration at half of the fitted maximal effect; on the % scale 0 is the no-effect control and ±100 the full control effect; nearly all actives have a fitted effect of over 65% in size
#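 Read-out: total well GFP (ex488/em500-530) summed from mean per-cell fluorescence. Cells: HEPG2 CAGA-GFP, 1% FBS DMEM, 18 h at 37 degrees C with 500 pg/mL final TGF-beta. Unstimulated wells served as the full-inhibition control; stimulated DMSO wells = 0%.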
# ATXN viability: Viability Counterscreen for Primary qHTS for Inhibitors of ATXN expression. S2 cells (HEK-293 line with an ATXN2-luciferase reporter) viability, CellTiter-Fluor protease fluorescence, 24 h. Potency, µM (doses to about 56.7 µM), actives largely listed as cytotoxic. actives 0.49% (n = 400,000). AID 651635, 2014; further: potency means the concentration at half of the fitted maximal effect; nearly all actives have a fitted effect of over 40% in size
# Nrf2 block: Nrf2 qHTS screen for inhibitors; A549 ARE-Fluc reporter, luciferase luminescence, 18-24 h; Potency, µM (titrated, usually from 46 µM), for the others: top-dose activity change, negative = inhibition, most hits filed as inhibitors; actives 2.1% (n = 360,000); AID 504444, 2011; further: potency means the concentration at half of the fitted maximal effect; on the % scale 0 is the no-effect control and ±100 the full control effect; nearly all actives have a fitted effect of over 60% in size
#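 A549 ARE_Fluc cells, 5000/well, 5% FBS OPTI-MEM; compounds in dose-response, 18-24 h at 37 °C/5% CO2; CellTiter-Fluor viability read (Ex 405/Em 525), then BugLite luciferase luminescence = Nrf2 activity.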
# Nrf2 ARE act: qHTS of Nrf2 Activators | AREc32 ARE-luciferase reporter (MCF7-derived line), luminescence, 24 h | Potency, µM (top dose mostly 46.1 µM), without a hit: at the highest dose activation, most hits filed as activators | actives 0.31% (n = 410,000) | AID 624171, 2012; further: potency means the concentration at half of the fitted maximal effect; % of control where 0% means no effect; nearly all actives have a fitted effect of over 65% in size
#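 Cells of the AREc32 ARE-luciferase line are plated in OPTI-MEM containing 5% FBS and left overnight at 37 deg C. Compounds are pinned in, incubation continues 24 hr, and firefly luciferase signal is then measured.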
# MCF10A rereplic: A quantitative high throughput screen for small molecules that induce DNA re-replication in MCF 10a normal breast cells; AID 624296, 2012; MCF 10A DNA re-replication, Hoechst nuclear intensity, 48 h; actives 2.9% (n = 350,000); Potency, µM (doses to about 46.1 µM), inactives show at the highest dose activity, positive = re-replication, most hits filed as activators; further: potency means the concentration at half of the fitted maximal effect; % of control where 0% means no effect; nearly all actives have a fitted effect of over 50% in size
# Active calls of the source: *; i = inactive; ? = inconclusive; · = no result given; [ ] = another dose, or the depositor's remark. Unless noted, the call rests on the fitted dose curve; in most records, active means well fitted curve in the direction sought with a large enough effect; inconclusive means small, poorly fitted or top-dose-only effect, or another doubt; inactive means no such curve, though single readings can be large; an effect the other way counts as inactive or inconclusive.
# Sequence of screens – IL-1B inflam inh | HepG2 viability | A549 viability | ATXN2 expr inh | TGFb inhibitor | ATXN viability | Nrf2 block | Nrf2 ARE act | MCF10A rereplic
COc1ccc(NC(=S)NC(NC(=O)c2cccc3ccccc23)C(Cl)(Cl)Cl)c([N+](=O)[O-])c1 (stereo not given)
  -55.7* | -22.7% | ? | -22.0% | ? | i | 25.9µM* | 0.8% | 3.2%
COC(=O)Cc1c(C(=O)OC)nnn1-c1ccc(OC(F)(F)F)cc1
  31.1 | -11.1% | 8.1% | -7.2% | 1.0% | i | 19.6% | -0.3% | -0.7%
COc1cc(Cl)c(C)cc1NC(=O)c1cc2c(=O)oc3ccccc3c2s1
  · | -2.6% | 0.9% | 0.6% | 4.3% | i | -10.1%[9.27 µM] | -1.2% | ·
C=CCNc1nc(S(=O)Cc2ccc(C)cc2)nc2c1CCCC2 (stereo not given)
  -14.1 | 1.4% | -4.7% | 15.1% | ? | ? | ? | 18.2% | 18.0%
COc1ccccc1Nc1sc(C(=O)c2ccc(C)cc2C)c(N)c1S(=O)(=O)c1ccccc1
  · | -20.2% | 0.0% | -0.8% | 1.9% | i | · | -1.8% | ·
COc1cc(/C=C2\N=C(C)OC2=O)cc(OC)c1OC
  0.0 | -4.6% | -4.5% | -7.1% | 3.5% | i | 0.9% | -1.0% | 2.2%
CC(C)NC(=O)C1(C)CCN1C(=O)C/C=C/c1ccccc1 (stereo not given)
  -2.2 | 8.7% | · | 5.7% | 3.9% | i | · | -1.2% | ·
O=S(=O)(Nc1ccc(-n2cnnn2)cc1)c1ccc(Cl)s1
  33.3 | 9.2% | -1.9% | 6.8% | 19.5% | i | -14.9% | -0.3% | -11.0%
CC(C)CC(=O)NC(=S)Nc1cccc(NC(=O)c2ccccc2Cl)c1
  -17.1 | -10.5% | -1.2% | -11.5% | -2.5% | i | ? | 0.1% | 12.5%
C[C@@H]1COC(=O)[C@H](CC(=O)OC(C)(C)C)C/C=C\C[C@@H](CC(=O)N(CCO)Cc2ccccc2)C(=O)N1
  12.3 | -13.1% | 5.6% | 7.1% | -5.7% | i | 8.4% | -0.7% | 11.2%
O=C(CSc1nc(O)c(Cc2ccccc2)c(=O)[nH]1)Nc1nnc(SCc2ccccc2)s1
  14.5 | 8.2% | 0.8% | 10.9% | -4.4% | i | -0.6% | -1.1% | 0.7%
CC(C)NC(=O)Cn1nnc(-c2ccc(Cl)cc2)n1
  -18.3 | 5.3% | 0.2% | 30.0% | -3.8% | i | 7.1% | 0.0% | -4.4%
COCC1CCN(C(=O)c2cc(COc3ccc4ncccc4c3)on2)CC1
  32.7 | -20.7% | -27.0% | -29.1% | -26.3% | i | 3.66µM* | -0.6% | -3.3%
Cc1ccc2nc(N3CCOCC3)c(C=O)c(=O)n2c1
  -12.4 | 0.4% | -3.6% | 0.5%[11.3 µM] | -16.2% | i | 1.9% | 0.0% | -0.9%
O=C(c1ccc(N2CCCCC2)c([N+](=O)[O-])c1)N1CCN(c2ccccn2)CC1
  -7.3 | -40.1% | ? | · | ? | i | ? | -0.5% | 11.2%
CC(C)C(NS(=O)(=O)c1ccc(Br)s1)C(=O)O (stereo not given)
  -5.4 | -2.8% | 1.9% | 2.1% | 20.6% | i | · | -0.5% | -0.9%
O=C(Nc1cccc(F)c1)c1cccnc1
  23.4 | 0.4% | 4.6% | · | 18.8% | i | -9.7% | 7.4% | 2.1%
CCc1ccccc1NC(=O)c1ccc2c(c1)c(C)c(C)n2Cc1ccccc1
  · | -35.2% | -4.3% | · | 0.0% | · | ? | -1.0% | ·
CC(=O)c1ccc(NC(=O)CN2C(=O)CCC2=O)cc1
  -1.5 | -3.8% | 1.3% | 2.3% | -23.7% | i | 12.4% | 0.0% | 4.8%
CCOc1ccc(N=C2NC(=O)C(CC(=O)Nc3ccc(OC)cc3)S2)cc1 (stereo not given)
  9.9 | -4.1% | 6.7% | · | -1.2% | i | 13.8% | -0.5% | 17.3%
CN(C1CCCCC1)S(=O)(=O)c1ccc2c(c1)c(=O)c(C(=O)N1CCN(c3ccccc3)CC1)cn2C
  · | 11.7% | 10.5% | 12.3% | -5.0% | i | 5.9% | -1.5% | ·
Cc1ccc(-n2ncc3c(Nc4c(C)n(C)n(-c5ccccc5)c4=O)ncnc32)c(C)c1
  -3.9 | 11.9% | -1.3% | -8.5% | 2.3% | i | 5.8% | 0.3% | -6.0%
CCN(CC)c1nc2c(s1)C(=O)CC(C)(C)C2
  -16.2 | 2.6% | -1.5% | 27.0% | 0.0% | i | 16.0% | 2.2% | -0.9%
COc1c2c(cc3c1C(CC(O)Cc1ccccc1)N(C)CC3)OCO2 (stereo not given)
  -6.4 | -27.1% | ? | -16.4% | -16.6% | i | ? | 7.8% | 14.7%
O=C(NC1CCCCC1)c1cc(S(=O)(=O)N2CCN(c3ccccc3)CC2)ccc1Cl
  -8.7 | -16.2% | 2.2% | -11.1% | -0.1% | i | -19.2% | -0.4% | 0.0%
Cc1ccc(S(=O)(=O)N2CCC(=O)N(CCOCc3cccc(Cl)c3)CC2)cc1
  -4.0 | -6.7% | -3.1% | -21.3% | -21.2% | i | -25.3% | 0.1% | -0.5%
COc1ccc(S(=O)(=O)NCC(c2cccs2)S(=O)(=O)c2ccccc2)cc1OC (stereo not given)
  · | -13.7% | 6.5% | · | ? | · | · | 18.9% | ·
CN1CCN(C(=S)c2ccc(-c3cccc(Cl)c3Cl)o2)CC1
  ? | -31.2% | -15.4% | 39.5%[activator] | ? | ? | ? | 7.6% | ?
Cc1ccccc1CSc1cn(CC(=O)N2CCCCC2)c2ccccc12
  · | -40.7% | -14.4% | · | -13.5% | · | ? | -0.1% | ·
COc1cccc(C2=CC(c3ccc(OC)c(OC)c3OC)n3ncnc3N2)c1 (stereo not given)
  · | -4.7% | 0.2% | -2.7% | -7.1% | · | · | 0.1% | ·
Cc1cccc(NC(=O)Cc2c(F)cccc2Cl)n1
  -20.5 | -5.1% | -1.5% | -13.6% | -1.7% | i | ? | 6.3% | 2.2%
O=C(C[C@@H]1C/C=C\C[C@@H](Cc2ccc(F)cc2)C(=O)OCCNC1=O)N[C@H](CO)Cc1ccccc1
  -18.5 | 3.4% | 4.6% | -15.2% | -0.2% | i | -7.5% | 2.7% | ?
Cc1c(C(=O)O)c2cc(O)ccc2n1-c1ccccc1
  -6.1 | -8.0% | -17.1% | -2.6% | 1.2% | i | -2.7% | 0.4% | -0.2%
COCCCn1c(=N)c(C(=O)NCc2ccc3c(c2)OCO3)cc2c(=O)n3ccccc3nc21
  3.8 | 9.2% | 0.0% | -12.0% | -14.0% | i | 10.5% | 0.2% | 12.1%
COc1cccc(OC)c1C(=O)NCCOc1cc(C)cc(C)c1
  3.5 | 2.0% | -0.1% | -8.6% | -0.1% | ? | -2.1% | -0.5% | ?
CN1CCN(NC(=O)CN2C(=O)/C(=C/c3c(Cl)cccc3Cl)SC2=S)CC1
  1.8 | -12.4% | -5.9% | -0.9% | -8.6% | i | 4.0% | 7.1% | ?
N/C(=N\OC(=O)c1cc(Cl)ccc1Cl)c1ccncc1
  0.0 | 4.8% | -0.5% | · | -8.2% | i | ? | ? | ?
CC(C)C(=O)N1CCN(c2ccccc2NC(=S)NC(=O)/C=C/c2ccco2)CC1
  32.8 | -0.9% | -8.7% | -10.4% | 10.7% | i | -0.2% | 26.5% | -0.2%
COc1ccc(NC(=O)N(C2CCCCC2)C(C)c2ccco2)c(OC)c1 (stereo not given)
  -28.9 | -11.5% | -2.6% | 2.5% | -20.4% | i | ? | -0.9% | ?
CC1c2ccccc2N(NC(=O)Cc2ccccc2)C1C (stereo not given)
  2.6 | 11.2% | 0.6% | -11.6% | 7.2% | i | 6.4% | -0.1% | -5.6%
CCOC(=O)N1CCN(C(c2ccc(Cl)cc2)c2sc3nc(C)nn3c2O)CC1 (stereo not given)
  -18.9 | -13.3% | 0.1% | -17.3% | 3.3% | ? | -4.7% | 3.3% | 4.3%
COc1cccc(Nc2nc(-c3cccs3)nc3ccccc23)c1
  -57.8* | 5.1% | 2.8% | -17.3% | ? | ? | -18.3% | 5.4% | ?
Cc1cccc(C)c1NC(=O)CN1CCN(C(=O)C2CCC2)CC1
  7.2 | 11.9% | -0.7% | -15.3% | 4.1% | i | 2.0% | -0.3% | 0.5%
CCNc1nc(NCC)nc(SCCOC(=O)COc2ccc(Cl)cc2Cl)n1
  -27.7 | 1.3% | 0.8% | -5.0% | -1.7% | i | 9.8% | 0.1% | -0.8%
CCN(CC)S(=O)(=O)c1ccc(C(=O)Nc2nc3ccc(Cl)cc3s2)cc1
  · | -9.7% | 5.7% | 11.9% | 13.4% | i | · | -0.4% | ·
CC(=O)N/N=C(\C)CC(=O)Nc1cccc2c1CCCC2
  15.4 | -4.9% | 7.1% | -2.0% | -1.1% | i | ? | 0.4% | -4.4%
CC1=NN(C(=O)c2ccc(Cn3nc(C)cc3C)o2)C(O)(C(F)(F)F)C1 (stereo not given)
  -5.3 | -8.3% | -4.3% | 13.1% | -5.4% | i | -5.8% | 0.2% | 2.31µM*
Cc1ccccc1OCC(=O)OC(C)C(=O)NC1CCCC1 (stereo not given)
  0.3 | -8.4% | -2.1% | · | -10.3% | ? | 8.0% | -0.6% | 1.9%
O=C(CN1CCN(C(=O)c2ccccc2Cl)CC1)Nc1cccc(S(=O)(=O)N2CCCC2)c1
  28.7 | -1.5% | -1.6% | -17.6% | -7.4% | i | ? | 0.2% | 8.5%
